CBFb RUNX1 block = inhibitors of human CBF-beta and RUNX1 interaction; Q01196+Q13951; AlphaScreen CBFb-His/RUNX1-biotin binding, biochemical; AID 1477; Potency, µM (top dose mostly 59.8 µM), for inactives: top-dose activity, negative = inhibition, actives largely listed as inhibitors; 230,000 tested, under 10 active; further: % of control where 0% means no effect
Target sequence (Q01196 whole entry, looked up): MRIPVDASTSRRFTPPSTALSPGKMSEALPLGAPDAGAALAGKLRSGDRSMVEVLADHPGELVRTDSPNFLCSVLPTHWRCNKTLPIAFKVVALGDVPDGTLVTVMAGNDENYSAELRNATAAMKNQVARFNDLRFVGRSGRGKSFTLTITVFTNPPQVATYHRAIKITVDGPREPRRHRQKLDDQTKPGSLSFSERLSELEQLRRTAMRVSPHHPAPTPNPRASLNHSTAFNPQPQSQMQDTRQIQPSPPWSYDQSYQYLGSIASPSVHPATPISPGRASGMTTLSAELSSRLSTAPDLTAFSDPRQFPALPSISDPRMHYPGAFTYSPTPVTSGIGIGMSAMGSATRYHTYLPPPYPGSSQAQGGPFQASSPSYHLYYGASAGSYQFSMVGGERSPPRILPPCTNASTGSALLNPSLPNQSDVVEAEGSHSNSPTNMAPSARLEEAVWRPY
Target sequence (Q13951 whole entry, looked up): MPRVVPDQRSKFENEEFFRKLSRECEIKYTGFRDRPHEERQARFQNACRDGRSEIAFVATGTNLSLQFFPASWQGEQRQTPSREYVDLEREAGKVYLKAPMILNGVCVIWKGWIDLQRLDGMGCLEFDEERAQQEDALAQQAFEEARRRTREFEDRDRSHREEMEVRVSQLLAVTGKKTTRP
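AlphaScreen binding: CBFb-His and RUNX1-biotin (30 nM each) preincubated 20 min, compound added for 15 min, then nickel and streptavidin beads for 90 min, all at room temperature. Disruption of the interaction by any mechanism counts as activity.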
HttQ103 aggreg = reduces HttQ103-GFP aggregates in PC12 cells; PC12 HttQ103-GFP aggregates, Acumen cytometry, 40 h; Potency, µM (top dose mostly 46.1 µM), for inactives: top-dose activity change, negative = inhibition, most hits filed as inhibitors; 220,000 compounds, 1.1% hits; AID 1688; further: potency means the concentration at half of the fitted maximal effect; on the % scale 0 is the no-effect control and ±100 the full control effect; nearly all actives have a fitted effect of over 60% in size
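Aggregates are detected as GFP objects 1–25 µm with signal 6 STDEV over background in lysates of induced PC12 cells. These carry Huntingtin exon 1 with 103 glutamines fused to GFP under an ecdysone promoter; compounds titrated.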
KinaseGlo FLuc = blocks Kinase-Glo luciferase, a counter-screen artifact; Q27757; 200,000 compounds, 0.28% hits; Kinase-Glo luciferase, ATP luminescence, 8 min; Potency, µM (titrated, usually from 38.3 µM), inactives show top-dose activity change, negative = inhibition, hits mostly inhibitors; further: potency means the concentration at half of the fitted maximal effect; on the % scale 0 is the no-effect control and ±100 the full control effect; nearly all actives have a fitted effect of over 60% in size
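Substrate mix (final 50 mM imidazole pH 7.2, 50 mM KCl, 7 mM MgCl2, 10 uM ATP, 0.01% Tween 20, 0.05% BSA) plus pin-tool compound, then Kinase-Glo detection mix; 8 min ambient, luminescence read.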
L3MBTL1 inh = inhibitors of human L3MBTL1 | AlphaScreen L3MBTL1–H3K9me1 peptide binding | Potency, µM (titrated, usually from 57.1 µM), without a hit: at the highest dose activity, negative = inhibition, usual class: inhibitors | Q9Y468 | AID 485360 | 230,000 compounds, 0.66% hits; further: potency means the concentration at half of the fitted maximal effect; on the % scale 0 is the no-effect control and ±100 the full control effect; nearly all actives have a fitted effect of over 60% in size
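Displacement of a biotinylated histone H3(1-15) peptide monomethylated at Lys9 (75 nM) from L3MBTL1 (50 nM) was measured by AlphaScreen after a 30 min room-temperature compound incubation; cefsulodin titration served as intraplate control.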
Epigenetic derep = regulators of epigenetic silencing causing reporter derepression in mouse cells; murine LDR cells, GFP reporter derepression, 30 h; Potency, µM (top dose mostly 53.9 µM), inactives show at the top dose GFP activation, actives largely listed as activators; 280,000 compounds, 0.2% hits; AID 1865; further: potency means the concentration at half of the fitted maximal effect; % of control where 0% means no effect; nearly all actives have a fitted effect of over 60% in size
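Murine LDR cells bearing a silenced CMV-driven GFP reporter were exposed to compound for 30 h at 37 C. After PBS washes, GFP-positive cells (20-120 um objects) counted by laser-scanning microplate cytometry.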
IMPase Li inh = cell-permeable IMPase inhibitors with lithium potentiation. CHO-M1 cells, IP1 TR-FRET (IP-One), carbachol + lithium. Potency, µM (series often up to 59.4 µM), for the others: at the top dose activity, negative = IMPase inhibition, hits mostly inhibitors. 210,000 compounds, 0.35% hits;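 further: IP1 builds up when IMPase is blocked and the TR-FRET signal falls; potency means the concentration at half of the fitted maximal effect; plate controls were basal vehicle for no effect and high inhibitor control for full effect; nearly all actives have a fitted effect of over 50% in size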
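Test compounds were applied to CHO-M1 cells previously cultured for 16–30 h at 2000 per well. A small lithium amount accompanied them; after 30 min at 37C, IP1 was quantified by TR-FRET.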
NPSR antag = neuropeptide S receptor (human) antagonism, cAMP. Q6W5P4. CHO-NPSR cells, cAMP TR-FRET, antagonist mode. Potency, µM (series often up to 38.3 µM), without a hit: at the top dose activity change, negative = inhibition, actives largely listed as inhibitors. 220,000 compounds, 1% hits; further: potency means the concentration at half of the fitted maximal effect; on the % scale 0 is the no-effect control and ±100 the full control effect; nearly all actives have a fitted effect of over 50% in size; many of its hits are not listed in these tables
Target sequence (Q6W5P4 whole entry, looked up): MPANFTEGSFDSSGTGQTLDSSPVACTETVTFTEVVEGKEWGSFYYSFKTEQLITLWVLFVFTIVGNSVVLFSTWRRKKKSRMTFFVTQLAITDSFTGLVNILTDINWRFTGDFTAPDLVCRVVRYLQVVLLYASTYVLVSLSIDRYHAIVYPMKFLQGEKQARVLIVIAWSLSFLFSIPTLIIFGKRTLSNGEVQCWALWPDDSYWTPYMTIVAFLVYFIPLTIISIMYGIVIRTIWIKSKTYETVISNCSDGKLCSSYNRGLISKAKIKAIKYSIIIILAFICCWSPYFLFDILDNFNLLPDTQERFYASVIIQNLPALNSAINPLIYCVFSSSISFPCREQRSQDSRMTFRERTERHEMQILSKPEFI
* = called active by the depositor; ? = inconclusive; · = not tested or not shown; & = joins results of further samples; [ ] = another dose, or the depositor's remark. The call rests on the fitted dose curve; in most records, active means well fitted curve in the direction sought with a large enough effect; inconclusive means small, poorly fitted or top-dose-only effect, or another doubt; inactive means no such curve, though single readings can be large; an effect the other way counts as inactive or inconclusive.

SMILES	CBFb RUNX1 block	HttQ103 aggreg	KinaseGlo FLuc	L3MBTL1 inh	Epigenetic derep	IMPase Li inh	NPSR antag
O=c1[nH]c(=O)n(Cc2ccccc2Cl)c(O)c1/C=C1/C=CC=N1	-15%	17%	-4%	-23%	?	15%	-20%
NNc1ccccc1	9%&22%	22%	3%[39.9 µM]	·	6.2%	5%	·
CO[C@H]1[C@@H](OC)CC(OC2OC(CO)C(O)C(O)C2O)/C(=C\C#N)[C@@H]1O (some centres undefined)	1%	4%	-2%	29%	0.0%	-1%	11%
S=c1[nH]nc(C2CC2)n1Cc1ccccc1	17%	23%	-1%	-19%	-1.4%	31%[activator]	-1%
O=C(c1cccn2c(=O)c3cc(Cl)ccc3nc12)N1CCC2(CC1)OCCO2	13%	7%	-1%	53%[activator]	-0.6%	?	-20%[46.1 µM]
CCCCOCCCn1c(N)c(C(=O)OCCOC)c2nc3ccccc3nc21	3%	13µM*	5%	-4%	4.1%	-30%[38.3 µM]	-15%[46.1 µM]
COc1ccc(-n2cnc3cc(C(=O)N4CCC5(CC4)OCCO5)ccc32)cc1	-3%	0%	·	·	-1.3%	4%	23%
CC1CCC2(OC1)OC1CC3C4CC[C@@H]5CC(O)CC[C@@]5(C)C4CC(=O)[C@]3(C)C1C2C (some centres undefined)	20%	·	-4%	·	-1.3%	30%[activator]	·
CCOC(=O)CN1C(=O)C2(C(C#N)=C(N)Oc3ccccc32)C(C(=O)OC)=C1C (centres undefined)	8%	-4%	12%	·	-0.7%	-10%[38.3 µM]	-1%[46.1 µM]
Cc1ccc(OCCSC2=NN2c2cc(C)nc(N)n2)cc1	4%	-8%[9.22 µM]	0%	13%	3.1%	4%	-10%
O=C(c1cc2ccccn2n1)N1CCC2(CC1)OCCO2	3%	2%	-1%	?	1.0%	-10%[38.3 µM]	0%[46.1 µM]
COc1ccccc1-c1n[nH]c(=S)n1Cc1ccco1	-4%	?	-3%	-3%	-4.5%	2%	-13%
CC(C)=CCSc1nnc([C@@H](N)Cc2c[nH]c3ccccc23)o1	-7%	7%	-4%	2%[11.4 µM]	2.7%	-9%[38.3 µM]	-4%[46.1 µM]
NC(=O)CN1CCCC1=O	-2%	15%	-5%	-4%	-1.2%	2%&3%&0%&-3%	3%[46.1 µM]
COCCNC(=O)c1c(NC(=O)c2ccco2)n(Cc2ccccc2)c2nc3ccccc3nc12	7%	8%	1%	·	0.0%	21%[38.3 µM]	?
O=P(Oc1ccccc1)(Oc1ccccc1)c1ccccc1	11%	19%[9.22 µM]	·	31%[activator]	0.0%	·	5%[7.67 µM]
O=C(O)C1C2CCC(O2)C1C(=O)Nc1ccc(Cl)cc1 (centres undefined)	1%	-4%[9.22 µM]	2%	3%	1.1%	8%	1%
CCOc1ccc(N=Cc2c(O)n(-c3cc(C)cc(C)c3)c(=O)[nH]c2=O)cc1	-9%	7%[9.22 µM]	·	14%	0.5%	·	-49%
O=c1c2ccccc2c(C=Nc2ccc(O)cc2)c(O)n1Cc1ccccc1	-5%	-17%[9.22 µM]	·	-20%	?	·	-53%
COc1cc(CN2CCCC(C(=O)c3sccc3C)C2)cc(Cl)c1O (centres undefined)	2%	-2%[9.22 µM]	0%	-3%	3.0%	7%	4%
O=c1c2cc(Br)ccc2[nH]c(=S)n1-c1ccccc1	12%	11%	1%	?	0.8%	?	-22%
CCCNS(=O)(=O)c1ccc(OCC(=O)N2CCN(Cc3ccc4c(c3)OCO4)CC2)cc1	3%	?	-1%	-16%	0.0%	26%[38.3 µM]	-3%[46.1 µM]
CCCCCCNc1nc(OC)nc(N2CC3CC(C2)c2cccc(=O)n2C3)n1 (centres undefined)	0%	-1%	-4%	1%	-0.1%	10%	6%
O=C(O)c1ccccc1N=Nc1c(O)[nH]c(=O)[nH]c1=O	10%	-2%[9.22 µM]	·	-17%	-1.3%	·	23%
CC1(C)CN=C(Nc2nc3ccccc3s2)S1	5%	-12%	-1%	·	0.0%	-8%[38.3 µM]	-9%[46.1 µM]
CC[C@]1(O)C(=O)OCc2c1cc1n(c2=O)Cc2cc3ccccc3nc2-1	-2%[21.7 µM]	·	-1%	·	?	-8%	·
C=CCn1c(=O)c(C=Nc2cccc([N+](=O)[O-])c2)c(O)n(CCCC)c1=O	0%	1%	-2%	-13%	0.0%	8%[38.3 µM]	-19%[46.1 µM]
CCC(=NC1CCN(Cc2ccccc2)CC1)c1c(O)[nH]c(=O)[nH]c1=O	0%	26%	·	39%[activator]	?	·	-14%[46.1 µM]
O=C1/C(=C\c2ccc(Cl)cc2Cl)N2CCC1CC2	5%	-4%[9.22 µM]	·	6%	-2.5%	·	-16%
CO[C@@H](C)[C@](O)(C(=O)OCC1=CCN2CC[C@@H](O)[C@H]12)C(C)C	-3%[21.7 µM]	·	-1%[17.1 µM]	·	-0.3%[16.9 µM]	12%	·
CCOC(=O)C1C2NC(=O)N(Cc3ccccc3)C1(C)Oc1c(OC)cccc12 (centres undefined)	2%	3%	0%	4%	-0.4%	1%[38.3 µM]	-1%[46.1 µM]
COC(=O)[C@@H]1C[C@@]2(O)[C@@H](O)[C@@H](O)[C@@H](O)C[C@H]2N1Cc1cccnc1	4%	·	1%	·	4.6%	-8%	·
Cn1c(O)c(C=Nc2ccccc2Sc2ccccc2)c(=O)n(C)c1=O	4%	3%	-1%	12%	-1.3%	1%	2%
COc1ccc(CCn2c(O)c(C=Nc3ccccc3F)c(=O)[nH]c2=O)cc1OC	-1%	-4%[9.22 µM]	·	2%	-0.3%	·	-8%
O=C(COc1ccc(Br)cc1)N1CCN(Cc2c[nH]c3ccccc23)CC1	-2%	13%[9.22 µM]	3%	·	1.8%	29%[38.3 µM]	3%[46.1 µM]
CCN(CC)C(=O)Oc1ccc(Br)cc1C(=O)Nc1ccc(F)c(Cl)c1	?	11%[9.22 µM]	·	8%	-4.6%	·	43%
COc1cccc(CNC2CN3CCC2CC3)c1OC (centres undefined)	8%	-14%	0%	8%	-0.7%	18%[38.3 µM]	0%[46.1 µM]
CCOC(=O)C(C)(CC)NC(=O)CSP(=S)(OCC)OCC (centres undefined)	3%	0%	2%	·	-1.3%	31%[38.3 µM]	25%[46.1 µM]
Cn1c(=O)cc(OCC(=O)N2CCN(Cc3ccc4c(c3)OCO4)CC2)c2ccccc21	9%	16%	4%	2%	8.2%	7%[38.3 µM]	-15%[46.1 µM]
CNC(C(=O)c1ccccc1)C(OC)c1ccc(C)cc1 (centres undefined)	5%	16%	3%	8%	0.1%	-7%	-4%
CNCCc1c(C)n[nH]c1C	1%	-15%[9.22 µM]	2%	-1%	-4.1%	-6%[38.3 µM]	-22%[46.1 µM]
CCNC(=O)O/N=C(\C)c1sc(-c2ccc(Cl)cc2)nc1C	1%	-1%	?	4%	3.1%	12%[38.3 µM]	-7%[46.1 µM]
NC1CCCCC1N=Cc1c(O)n(Cc2ccc(F)cc2)c(=O)[nH]c1=O (centres undefined)	-5%	?	-1%	-6%	-0.5%	-5%[38.3 µM]	-14%[46.1 µM]
CC(Cc1ccccc1)[n+]1cc(/N=C(\N)[O-])on1 (centres undefined)	-2%	8%	12%	-9%	-1.7%	-24%[38.3 µM]	-28%[7.67 µM]
O=C(c1cc2ccccc2oc1=O)N1CCC2(CC1)OCCO2	6%	-1%	-1%	4%	-2.0%	5%	-7%[46.1 µM]
O=C(OC1CCN(CCCl)CC1)C(c1ccccc1)c1ccccc1	29%	·	-2%	10%	-0.1%	14%	-25%[46.1 µM]
Cc1cccc(-n2c(O)c(/C=C/C=Nc3ccccc3)c(=O)[nH]c2=O)c1	-2%	-13%	-1%	-3%	8.3%	1%	5%
Cc1ccc(S(=O)(=O)N2CCCC(C(=O)N3CCC4(CC3)OCCO4)C2)cc1 (centres undefined)	3%	-17%	1%	12%	-1.1%	9%[38.3 µM]	-9%[46.1 µM]
C[N+]1(C)[C@@H]2CC[C@H]1CC(OC(=O)C(CO)c1ccccc1)C2 (some centres undefined)	-5%&19%	18%	12%	5%	-4.2%&0.2%	30%	8%&3%
CCC(C)N1CCN(C(=O)Cc2ccccc2)CC1 (centres undefined)	0%	8%	-1%	·	2.9%	37%[activator][38.3 µM]	4%[46.1 µM]

Individual results from the results shown:
Entry for CNCCc1c(C)n[nH]c1C under L3MBTL1 inh: -1%
Entry for C[N+]1(C)[C@@H]2CC[C@H]1CC(OC(=O)C(CO)c1ccccc1)C2 (some centres undefined) under CBFb RUNX1 block: -5%&19%

Other records follow:
SMILES	CBFb RUNX1 block	HttQ103 aggreg	KinaseGlo FLuc	L3MBTL1 inh	Epigenetic derep	IMPase Li inh	NPSR antag
O=Cc1cn(Cc2ccccc2F)c2ccccc12	14%	?	0%	·	-0.1%	7%	17%
Cc1ccc(-c2nc3ccccc3c(=O)n2-c2cc(C)ccn2)cc1	1%	15%	·	-3%	-1.0%	·	-15%[46.1 µM]
CCSc1nnc([C@@H](N)Cc2c[nH]c3ccccc23)o1	0%	10%	2%	-1%	-1.2%	12%[38.3 µM]	-17%[46.1 µM]
N#Cc1ccc(OCC(=O)N2CCN(Cc3ccc4c(c3)OCO4)CC2)cc1	4%	-14%	1%	·	-2.8%	-19%	-5%
CCCCn1c(O)c(/C=N/N2CCCCC2c2cccnc2)c(=O)[nH]c1=S (centres undefined)	2%	3%	-4%	-12%	0.0%	-9%	-24%[46.1 µM]
CNC(C(=O)c1ccccc1)C(OC(C)=O)c1cccc([N+](=O)[O-])c1 (centres undefined)	-6%	16%[9.22 µM]	·	-7%	1.3%	·	-8%
C/C=C1/CN2CC[C@]34C(=C(C=O)[C@@H]1C[C@H]23)Nc1c(O)cccc14	-15%	·	-2%	·	-1.1%	13%	·
COc1ccc2c(c1O)-c1c(OC)c(OC)cc3c1[C@@H](C2)N(C)CC3	-1%	·	-9%	·	-1.3%	11%	·
CCCCn1c(O)c(C(C)=Nc2ccc3c(c2)CCC3)c(=O)[nH]c1=O	8%	-9%[9.22 µM]	·	1%	1.1%	·	-24%
COc1ccc(C2NCc3ccccc3-n3cccc32)cc1 (centres undefined)	-11%	-16%	-2%	·	-0.2%	28%[38.3 µM]	-9%[46.1 µM]
CCN(CC)c1ccc(N=Cc2c(O)n(Cc3ccccc3)c(=O)[nH]c2=O)cc1	4%&-1%	14%&-1%	-5%&-5%	-7%&4%	13µM*	-24%[38.3 µM]	-15%[46.1 µM]
O=P(O)(O)/C=C(\Cl)c1ccccc1	-2%	-7%	1%	·	-1.0%	17%[38.3 µM]	-11%[46.1 µM]

Not all compounds are listed (hit frequency here may not be typical).
